DAX1 inh-1: inhibitors of DAX1 repression of SF-1 activated StAR promoter; HEK293T StAR-luciferase reporter, SF-1/DAX-1 repression relief; inhibition, % at 6.8 µM; 370,000 tested, 1.1% active; AID 652010;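 active means inhibition above the mean over all tested compounds plus 3 SD, cut at about 3.6% in these data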;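 further: 0% = DAX-1 cells with DMSO and 100% = cells lacking DAX-1 with DMSO; higher inhibition means more luminescence from relief of DAX-1 repression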
hgDAF12 agonist: hgDAF-12 agonism, primary luciferase screen | HEK293 GAL4-hgDAF12 UAS-luciferase reporter, agonist luminescence; normalized to butyrate control | activation, % at 6.8 µM | 370,000 tested, 1.8% active | AID 687014;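 active means activation above a cutoff set at the mean of all screened compounds plus 3 SD, cut at about 10% in these data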;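 further: 0% = DMSO wells and 100% = sodium butyrate wells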
MBD2 DNA inh: blocks human MBD2 binding to methylated DNA; Q9UBB5; TR-FRET, MBD2 binding to methylated oligonucleotide; inhibition, % at 4.4 µM; 370,000 tested, 0.31% active; in the data active means inhibition above about 13%
DAX1 inh-2: inhibits human nuclear receptor DAX1 | HEK293 Gal4-DAX1 luciferase reporter, luminescence | inhibition, % at 6.75 µM | 340,000 tested, 0.99% active | AID 504766;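 active means inhibition above the mean over all tested compounds plus 3 SD, cut at about 4.2% in these data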;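 further: 0% = DAX1-transfected cells with DMSO and 100% = empty-vector control cells with DMSO; inhibition shows as a rise in luminescence from relieved DAX1 repression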
PLC-gamma1 inh: PLC-gamma1 (human) inhibition, primary screen | P19174 | inhibition, % at 12.2 µM | AID 720700 | purified PLC-gamma1, fluorogenic substrate, fluorescence | 370,000 tested, 0.84% active; in the data active means inhibition above about 9.5%
hcDAF12 agonist: activators of H. contortus DAF-12 nuclear receptor; activation, % at 6.8 µM; 370,000 tested, 1.4% active; HEK293 hcDAF-12 lit1-tk-luc reporter, luminescence; 0% DMSO, 100% Δ7-dafachronic acid;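 active means activation above the mean of all tested compounds plus 3 SD, cut at about 5.5% in these data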;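 further: 100% = response to 3 µM Δ7-dafachronic acid high control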
SMARCA2 act: increases SMARCA2 function in MMTV reporter cells; 370,000 tested, 1% active; MG213 cells, MMTV-luciferase reporter, dexamethasone, overnight; activation, % at 9.1 µM; in the data active means activation above about 7.8%;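 further: 0% = vehicle wells and 100% = reference activator wells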
Rev-erbA mod: Rev-erb alpha (human) modulation; P20393; 370,000 tested, 0.79% active; AID 1259318; activity, % at 10 µM; Rev-erbα–FITC-DNA binding, fluorescence polarization, 90 min;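 active means activity above about 14%, limit read from the data; passing the limit was not always enough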;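 further: 0% = DMSO wells with 35 nM protein and 100% = DMSO wells with 750 nM protein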
ADAM17 inh: ADAM17 inhibition, QFRET primary screen | P78536 | AID 720648 | recombinant ADAM17, EDANS/DABCYL FRET peptide cleavage | inhibition, % at 6.95 µM | 370,000 tested, 0.83% active;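 active means inhibition above the mean of compounds lying between control limits plus 3 SD, set per campaign, cut at about 8.5% in these data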;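 further: 0% = DMSO-only wells as the low control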
PLC-beta3 inh: PLC-beta3 (human) inhibition, primary screen | Purified PLC-beta3, fluorogenic substrate, fluorescence | inhibition, % at 12.2 µM | 370,000 tested, 0.18% active | AID 720704; in the data active means inhibition above about 11%;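 further: 0% = median of compound wells on plate and 100% = full blocker control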
ssDAF-12 act: S. stercoralis DAF-12 activation, primary screen; 370,000 tested, 1% active; activation, % at 6.8 µM; HEK293 ssDAF-12/GRIP1 lit1-tk-luc reporter, luminescence; % of 3 µM dafachronic acid response;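 active means activation above the mean over all tested compounds plus 3 SD, cut at about 0.9% in these data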;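 further: 0% = DMSO-only wells and 100% = 3 µM delta7-dafachronic acid wells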
* marks the source's active call; other numbers are inactive results; i = inactive; / = no result given. This is a random part of the collection (roughly 7.4% active in at least one column).

SMILES | DAX1 inh-1 | hgDAF12 agonist | MBD2 DNA inh | DAX1 inh-2 | PLC-gamma1 inh | hcDAF12 agonist | SMARCA2 act | Rev-erbA mod | ADAM17 inh | PLC-beta3 inh | ssDAF-12 act
CC(C)(C)C(=O)NC(CC(=O)O)c1ccccc1 (stereo not drawn) | 0.6 | -3.7 | 0.4 | 0.7 | 3.1 | 0.7 | -3.0 | 2.4 | -2.3 | 3.9 | -1.6
O=C(CCl)NNC(=O)c1c(O)c2ccccc2[nH]c1=O | -1.3 | -5.3 | 6.8 | -1.0 | -2.5 | -0.6 | -3.1 | 1.9 | -5.5 | -9.9 | -1.4
CCCC(=O)Nc1cc(-c2nc3ncccc3o2)ccc1Cl | -1.0 | 2.8 | -1.7 | -0.2 | -3.9 | 0.0 | 1.0 | 1.5 | -3.2 | -2.8 | -0.4
c1ccc(CCc2nc(-c3ccccn3)no2)cc1 | 3.6 | 9.4 | 1.6 | 1.8 | 6.8 | 1.8 | 4.3 | 1.4 | 6.1 | 1.1 | -1.4
O=C1c2cccnc2C(Nc2ccc(Cl)cc2)N1Cc1cccs1 (stereo not drawn) | -0.4 | -1.9 | 3.5 | -1.2 | -2.3 | -0.7 | 0.3 | -1.1 | -4.2 | -1.1 | -1.4
CCOc1ccccc1CNS(=O)(=O)c1cc(-c2cc(C)no2)ccc1C | -0.2 | -2.5 | 0.3 | -0.7 | 3.8 | -0.9 | -5.7 | 8.3 | 10.2* | -9.4 | -1.5
COc1nccnc1NS(=O)(=O)c1ccc(NS(=O)(=O)c2ccc(NC(C)=O)cc2)cc1 | -0.5 | 0.2 | 1.5 | -1.1 | 2.5 | -0.3 | 0.3 | 4.1 | 0.1 | 4.3 | -1.4
O=C(Cn1c(-c2ccccc2)noc1=O)NCc1ccccc1 | -0.5 | -0.7 | 0.3 | -0.4 | 9.1 | 0.2 | -3.8 | 5.9 | 8.2 | 2.8 | -1.2
O=c1c2nccnc2[nH]c(=S)n1Cc1ccccc1 | -0.1 | 3.1 | -1.6 | -0.6 | -0.9 | 1.4 | -0.2 | 7.9 | -5.4 | -10.2 | -1.4
Cc1c(/C=N/O)c2ccccn2c1C(=O)c1ccc(F)cc1 | -0.6 | -0.9 | -6.3 | -0.8 | -51.1 | -2.7 | -0.8 | -1.9 | -7.1 | -69.1 | -1.0
Cc1ccc(NS(=O)(=O)c2cccc(C(=O)NCCCn3ccnc3)c2)cc1 | 0.0 | 4.0 | -0.4 | -0.5 | -2.3 | -0.6 | -2.0 | 4.8 | 0.4 | 5.3 | -0.8
COc1ccccc1OCC(=O)Nc1c2c(nn1-c1ccccc1)CS(=O)(=O)C2 | -1.0 | 0.8 | -1.6 | 0.1 | 3.0 | -1.3 | -1.1 | 4.2 | 0.7 | -4.2 | -1.6
COC(=O)c1ccccc1S(=O)(=O)N1CCC(c2nc3ccccc3o2)CC1 | -0.2 | 0.0 | 0.6 | -1.0 | 0.3 | -3.2 | 5.0 | -1.1 | 0.9 | 3.2 | -1.4
O=C(NC12CC3CC(CC(C3)C1)C2)N1CCC(O)(c2ccc3c(c2)OCO3)CC1 | -0.2 | 2.5 | 3.0 | 1.5 | 2.3 | -0.5 | -2.3 | -4.6 | -4.3 | 1.5 | -1.4
COC(=O)C1C(=O)CC(C)(O)C(C(=O)OC)C1c1ccccc1F (stereo not drawn) | 0.1 | -0.6 | 6.3 | 0.2 | 1.3 | 1.0 | -2.9 | 3.8 | 2.0 | 2.5 | -0.8
COC(=O)C1(C)NC(c2ccc(O)cc2)C2C(=O)N(c3ccc4c(c3)OCCO4)C(=O)C21 (stereo not drawn) | -0.3 | -0.9 | 2.6 | 0.7 | 1.3 | -0.8 | -1.2 | -2.5 | -3.6 | 2.1 | -0.8
C=CCNC(=O)COc1cc(C)cc(C)c1C | 0.7 | 1.9 | -2.3 | -0.6 | 1.9 | -0.6 | -1.6 | -6.9 | 0.6 | -1.2 | -1.5
CC(C)c1nnc(NC(=O)CCC(=O)N2CCN(C3c4ccccc4-c4ccccc43)CC2)s1 | 0.7 | -2.6 | 1.5 | -0.9 | 1.3 | -1.9 | -3.6 | 5.3 | -1.4 | -2.0 | -1.2
Cc1ccc(S(=O)(=O)Cn2nnnc2CN2CCN(Cc3ccc4c(c3)OCO4)CC2)cc1 | -0.6 | -1.0 | 0.2 | -1.3 | 10.9* | -1.6 | -4.7 | -6.7 | 4.8 | 4.3 | -1.1
O=C(NNS(=O)(=O)c1ccc(F)cc1)c1cc2ccccc2cc1O | -0.2 | 1.8 | -3.7 | -0.5 | -121.7 | -1.4 | -0.7 | -3.5 | 0.0 | -174.3 | -1.5
COc1ccc(NC(=O)C2c3ccccc3OCC(=O)N2Cc2cccnc2)cc1 (stereo not drawn) | -0.8 | -2.5 | -4.4 | / | -2.7 | -1.3 | -3.8 | 0.1 | -3.6 | -0.8 | -0.9
COc1cc(NC(=O)C(=O)Nc2ccc3nc4n(c(=O)c3c2)CCCCC4)cc(OC)c1OC | 0.1 | 1.7 | 3.8 | 0.9 | 1.4 | -0.8 | -1.4 | -1.0 | -3.8 | -6.5 | -1.2
C[C@H](CO)N1C[C@H](C)[C@@H](CN(C)Cc2ccc3c(c2)OCO3)Oc2cc(Br)ccc2S1(=O)=O | 0.3 | -1.2 | -0.3 | 0.7 | 0.0 | -1.1 | -3.1 | 1.8 | 8.9* | 1.0 | -1.4
CN1CCN(C(=O)CCN2C(=O)c3ccccc3C2=O)CC1 | -0.3 | -1.3 | 1.4 | 3.4 | 0.7 | -0.2 | -2.3 | 5.4 | -4.0 | -2.9 | -1.6
S=C(NCC1CCCO1)Nc1ccccc1 (stereo not drawn) | 0.2 | 2.3 | -3.9 | -1.0 | 1.6 | 0.4 | -0.1 | -4.8 | -1.8 | 3.3 | -1.1
CCOC(=O)COc1ccc(C(c2c(C)[nH][nH]c2=O)c2c(C)[nH][nH]c2=O)cc1 | -0.3 | -2.3 | -1.0 | 0.8 | 1.6 | -1.5 | -2.2 | -3.5 | -0.6 | -0.6 | -1.2
CCN1CCc2[nH]c3ccccc3c2C1 | 0.8 | 0.0 | -0.2 | 1.3 | -6.5 | 2.9 | 3.9 | -6.9 | -3.2 | -11.4 | -0.1
CCOC(=O)N1CCN(C(=O)NC23CC4CC(CC(C4)C2)C3)CC1 | -0.5 | -0.3 | -3.9 | 0.4 | 0.4 | -1.5 | 0.7 | 3.6 | -3.8 | 0.6 | -1.1
CC(=O)N1c2ccc(S(=O)(=O)N(C)CC(=O)Nc3cccc(C)c3)cc2CC1C (stereo not drawn) | -0.6 | -0.4 | -1.9 | 0.0 | -1.9 | -0.7 | -0.8 | 0.2 | -1.5 | -3.2 | -0.5
CN(C)CCCNC(=O)c1cccc(-c2cnc3cccnn23)c1 | -0.1 | 7.2 | -3.8 | / | i | -0.3 | -1.6 | -5.7 | -399.5 | i | -1.0
O=C(COC(=O)c1cnccn1)N=c1sccn1Cc1ccccc1Cl | -0.3 | -1.1 | -3.9 | 0.3 | -3.3 | -0.1 | -1.3 | -6.9 | -2.1 | -12.1 | -0.8
CC(C)(C)OC(=O)N1CCCC(C(=O)Nc2cccc(C(=O)NCCCc3ccccc3)c2)C1 (stereo not drawn) | -0.2 | -6.3 | 1.3 | -2.3 | 4.0 | -0.9 | -5.4 | 2.4 | 12.0* | 8.6 | -2.0
Cc1ccc2c(c1)N(C)/C(=C/c1cccc[n+]1C)S2 | -1.2 | -7.7 | -6.7 | -3.1 | -0.8 | -5.3 | -2.9 | 8.4 | -3.2 | -9.3 | -2.2
CC(C)(C)n1ncc2c(=O)n(CC(=O)OCc3ccccc3)cnc21 | -1.3 | -11.1 | 6.0 | -1.1 | 0.5 | -3.9 | -4.6 | 1.6 | -0.8 | 0.1 | -2.5
COc1ccc(/C=N/c2c(-c3ccc(OC)cc3)nc3n2CCS3)cc1 | 0.4 | -0.8 | 2.2 | -1.1 | -22.5 | -1.6 | -1.8 | 1.6 | -2.6 | -35.7 | -0.1
CC1(C(=O)NCc2cccc3ccccc23)CCN1Cc1ccc2ccccc2c1 (stereo not drawn) | -0.5 | -2.0 | -4.0 | / | 2.1 | -1.6 | -4.7 | 8.8 | 7.4 | 3.0 | -1.1
Cc1cccnc1NS(=O)(=O)c1cccc([N+](=O)[O-])c1 | -0.4 | -1.0 | 1.5 | -0.4 | 2.8 | -1.8 | 0.7 | 1.8 | 0.9 | 4.2 | -1.5
CCC(C)Nc1nc(OC(C(F)(F)F)C(F)(F)F)nc(OC(C(F)(F)F)C(F)(F)F)n1 (stereo not drawn) | 0.1 | 1.5 | -4.6 | 0.4 | 2.9 | -1.1 | -2.4 | 3.9 | 0.4 | 1.2 | -0.9
COc1cc(NC(=O)CSc2nnnn2Cc2ccc3c(c2)OCO3)cc(OC)c1 | -1.1 | -2.3 | 13.0 | 1.1 | 5.0 | 2.5 | -2.2 | -3.3 | -2.9 | -2.6 | -0.9
CCC(=O)Nc1ccc(NC(=O)c2ccco2)c(OC)c1 | 0.8 | 4.5 | 0.7 | 1.9 | -0.8 | -0.8 | 2.0 | -1.8 | -5.8 | -4.0 | -0.9
COc1cccc(NC(=S)NCc2ccc(F)cc2)c1 | -0.3 | 2.4 | 0.6 | -0.2 | -1.1 | 0.0 | -0.5 | 8.9 | -3.0 | -4.6 | -0.7
CCOc1ccc(-c2ccc(SC)nn2)cc1 | 1.1 | -3.1 | -3.4 | -3.9 | -5.1 | 0.9 | -3.7 | 0.2 | -10.4 | -17.8 | -1.5
COc1ccc(CCNC(=O)CNC(=O)c2ccc(Br)o2)cc1OC | 0.1 | -1.2 | -0.3 | 1.1 | 1.9 | -1.1 | -1.0 | 5.3 | -2.1 | 1.5 | -0.5
CCOC(=O)[C@]12CCCC=C1N(Cc1ccco1)C(=O)[C@H](CC(=O)N1CCCC1)C2 | 0.6 | 0.5 | 9.6 | / | -1.3 | -1.2 | -4.5 | -3.4 | -4.8 | -3.1 | -1.2
COCCCn1c(-c2ccccc2Cl)n[nH]c1=S | 0.7 | -0.3 | -1.6 | -2.0 | 2.8 | -0.7 | -2.2 | 1.3 | -3.0 | -0.3 | -0.9
CN(C)c1ccc(CNC(=O)/C=C/[C@H]2O[C@@H](n3cnc4c(NC(=O)c5ccccc5)ncnc43)[C@H](O)[C@@H]2O)cc1 | -1.2 | -0.4 | -4.1 | / | -4.2 | -0.2 | -1.7 | -0.9 | -3.0 | -4.2 | -1.1
Cc1nc(SCC(=O)N(CC(C)C)C2CCS(=O)(=O)C2)c2ccccc2n1 (stereo not drawn) | 1.4 | -1.9 | 1.2 | 0.2 | 2.5 | 0.5 | -1.4 | 6.4 | -3.3 | 0.6 | -0.2

Screens (PubChem BioAssay)
